Screening results as filed in PubChem.
UBC13 polyUb: blocks human UBC13 polyubiquitin chain formation. 0.47% of 330,000 active. inhibition, % at 20 µM. TR-FRET. P61088. AID 485273; in the data active means inhibition above about 45%, passing the limit was not always enough
Target sequence (P61088 whole entry, looked up): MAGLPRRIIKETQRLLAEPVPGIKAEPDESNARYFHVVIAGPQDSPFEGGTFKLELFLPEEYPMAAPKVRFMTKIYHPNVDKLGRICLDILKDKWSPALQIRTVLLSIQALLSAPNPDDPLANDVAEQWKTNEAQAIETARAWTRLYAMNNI
CCR6 antagonist: blocks CCL20-driven beta-arrestin recruitment at human CCR6; inhibition, % at 20 µM; P51684; 0.49% of 340,000 active; CHO-K1 CCR6 PathHunter beta-arrestin, luminescence, CCL20-stimulated; AID 493098;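 active means compounds whose inhibition of the agonist-driven luminescence signal at 20 µM reaches about 50%, limit read from the data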;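 further: cells stimulated with CCL20 at 14 nM final; plate controls were DMSO with CCL20 for no effect and DMSO without agonist for full effect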
Target sequence (P51684 whole entry, looked up): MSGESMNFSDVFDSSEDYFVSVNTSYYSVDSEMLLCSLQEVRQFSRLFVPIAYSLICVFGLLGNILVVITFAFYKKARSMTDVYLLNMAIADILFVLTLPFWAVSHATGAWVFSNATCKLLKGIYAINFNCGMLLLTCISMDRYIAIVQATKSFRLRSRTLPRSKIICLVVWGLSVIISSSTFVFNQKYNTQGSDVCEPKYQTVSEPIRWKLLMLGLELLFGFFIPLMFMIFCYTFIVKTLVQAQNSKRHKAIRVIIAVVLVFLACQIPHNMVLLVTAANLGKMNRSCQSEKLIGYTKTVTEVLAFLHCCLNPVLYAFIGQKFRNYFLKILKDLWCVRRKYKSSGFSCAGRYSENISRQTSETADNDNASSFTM
Apaf-1 inh: inhibitors of human Apaf-1 apoptosome; O14727; reconstituted apoptosome caspase-3 activity, DEVD-Rh110 fluorescence; inhibition, % at 20 µM; 0.71% of 330,000 active; AID 489030; active means inhibition of at least 40% at 20 µM;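 further: plate controls were DMSO wells for no effect and DEVD-CHO caspase inhibitor wells for full effect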
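Material: reconstituted apoptosome with Apaf-1, cytochrome c, caspase-9, procaspase-3, dATP; medium: pH 7.5 Hepes buffer with CHAPS, BSA, DTT; also added: cytochrome c and DEVD-Rh110 substrate; timing: 30 min plus 50 min, RT; signal: Rh110 fluorescence intensity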
Jurkat NFkB inh: lowers PMA/ionomycin-induced NF-kB signal in Jurkat cells | inhibition, % at 4 µM | 0.53% of 330,000 active | PMA/ionomycin-induced NF-kB luciferase reporter, luminescence
EBI2 antag: blocks human EBI2 receptor beta-arrestin signaling; inhibition, % at 5 µM; 0.81% of 360,000 active; EBI2 beta-arrestin recruitment, luminescence, 7a,25-OHC stimulated; in the data active means inhibition above about 38%;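 further: enzyme fragment complementation signal reports receptor beta-arrestin coupling in cells; 0% = agonist plus DMSO wells and 100% = wells without agonist; some results beyond the cut were filed as inactive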
Target sequence (P32249 whole entry, looked up, the tested form may be a part): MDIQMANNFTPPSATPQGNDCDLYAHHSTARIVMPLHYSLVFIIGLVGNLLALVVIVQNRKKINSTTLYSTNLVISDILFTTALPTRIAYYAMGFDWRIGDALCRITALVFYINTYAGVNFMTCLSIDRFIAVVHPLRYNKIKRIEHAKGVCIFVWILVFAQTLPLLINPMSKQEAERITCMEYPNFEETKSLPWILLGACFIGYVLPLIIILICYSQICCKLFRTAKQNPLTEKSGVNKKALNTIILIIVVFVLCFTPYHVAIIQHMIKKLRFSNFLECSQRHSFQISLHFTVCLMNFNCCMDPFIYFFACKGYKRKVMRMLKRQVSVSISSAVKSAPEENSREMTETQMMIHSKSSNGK
Gli-Sufu block: Gli-Sufu pathway antagonism; inhibition, % at 5 µM; Sufu-KO-LIGHT fibroblasts, Gli luciferase reporter luminescence; 0.74% of 340,000 active;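 active means inhibition above about 55%, limit read from the data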;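 further: 0% = DMSO-treated cells and 100% = wells with medium but no cells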
SENP8 block: SENP8 protease inhibition; Q96LD8; purified SENP8, Z-RLRGG-aminoluciferin cleavage, luminescence; inhibition, % at 10 µM; 1.2% of 330,000 active
697 NFkB inh: lowers PMA/ionomycin-induced NF-kB signal in 697 B cells; inhibition, % at 4 µM; AID 435022; 0.33% of 330,000 active; 697 B-cell NF-kB luciferase reporter, 16 h; in the data active means inhibition above about 35%
* hit, by the source's call; nt = no result given. Unless noted, no stated cut-off is given here; in the data, active means inhibition above about 50%; inactive means the rest. Not all compounds are listed; rates above refer to the full screens.

Molecule,UBC13 polyUb,CCR6 antagonist,Apaf-1 inh,Jurkat NFkB inh,EBI2 antag,Gli-Sufu block,SENP8 block,697 NFkB inh
Cc1ccc(NC(=O)Nc2ccc(Cl)c(Cl)c2)nc1,1,10,4,-77,16,-88,-5,-80
CCCc1c(O)c2ccccc2[nH]c1=O,11,2,-6,15,-4,-9,-3,13
CCOc1ccccc1NC(=S)N(CCC(C)C)C1CCN(C(C)=O)CC1,17,14,-10,5,-1,9,2,21
NC(=S)Nc1ncc(C(F)(F)F)cc1Cl,4,-2,6,5,3,-4,2,47*
COc1ccc(Cn2c(CO)cnc2SCC(=O)Nc2cccc(NC(C)=O)c2)cc1,-1,12,11,-6,-6,-13,-9,-4
O=C(N/N=C/c1ccccn1)c1ccncc1,-11,1,-5,9,-5,-14,5,-21
CCOc1ccc2oc(C(=O)OCC(=O)N3CC(C)OC(C)C3)c(C)c2c1 (stereo unspecified),6,7,13,3,7,-8,-12,-4
N#Cc1nc(-c2ccccc2)oc1NCc1ccco1,16,-9,16,5,2,-4,-3,8
Cc1ccc(CN2CCN(C(=O)CCc3ccccc3)CC2)cc1,-1,-9,8,-7,29,13,-10,2
CCC(=O)N1N=C(c2ccc(NS(=O)(=O)CC)cc2)CC1c1ccc(C)cc1 (stereo unspecified),14,8,-3,6,-13,0,6,2
Cc1cnc(NC(=O)CCCSc2nc3ccccc3s2)s1,-15,8,-4,11,-8,1,-13,6
COc1ccc(CNc2nc(NCc3ccc(OC)cc3)n(S(C)(=O)=O)n2)cc1,0,13,8,1,3,-8,0,-20
O=C(CN1CCCN(Cc2ccc(F)cc2Cl)C1=O)NC1CCCCCC1,-6,5,6,-2,-12,1,5,4
COc1ccc(C2N=C(c3ccccc3)NO2)cc1OC (stereo unspecified),-1,15,10,-86,-19,-75,19,-96
COc1nc(OC)nc(N(C)CCO)n1,-2,-10,-12,-13,2,4,-5,11
COc1cc(C(=O)N2CC(C)OC(C)C2)c([N+](=O)[O-])cc1OC (stereo unspecified),5,3,-15,2,-8,8,6,13
Cc1noc(C)c1COC(=O)c1cc2c3ccccc3n(C)c2s1,13,-10,18,4,3,6,3,13
CCCCn1c(CN2CCN(c3cccc(Cl)c3)CC2)nc2c1c(=O)n(C)c(=O)n2C,-4,-3,25,9,15,20,1,-1
O=C(NCCS(=O)(=O)N1CCN(c2ccccc2F)CC1)c1cccs1,-4,10,3,-1,0,3,-9,23
CCOC(=O)CSc1nc2ccccc2c(=O)n1CC1COc2ccccc2O1 (stereo unspecified),8,11,9,11,23,15,-3,-5

The listing continues.
Molecule,UBC13 polyUb,CCR6 antagonist,Apaf-1 inh,Jurkat NFkB inh,EBI2 antag,Gli-Sufu block,SENP8 block,697 NFkB inh
CC(=O)Nc1cccc(NC(=O)Nc2cccc(F)c2)c1,4,-1,-11,-5,-10,-14,-9,12
COc1cc(C(=O)OCCN2CCOCC2)ccc1O,2,-19,3,9,-2,0,3,14
COc1ccc2[nH]c(C)c(C(=O)CN3CCN(C/C=C/c4ccccc4)CC3)c2c1,12,5,10,4,11,4,4,-10
Cc1ccc2c(c1)C(=O)C(=O)N2CCCOc1ccccc1C,-11,25,25,-16,10,-8,-3,-3
COc1ccc(S(=O)(=O)Nc2ccc3cn[nH]c3c2)cc1[N+](=O)[O-],-19,11,16,-19,-8,-8,-11,-36
C#CCO[C@@H]1C[C@H](n2cnc3c(NC(=O)c4ccccc4)ncnc32)O[C@@H]1CO,1,-4,-4,-48,0,-18,-6,-26
O=C1c2ccccc2NC(c2cccc([N+](=O)[O-])c2)N1CCc1ccccc1 (stereo unspecified),-12,25,25,-24,6,nt,-7,-36
COc1ccccc1CNC(=O)C1CCN(S(C)(=O)=O)CC1,4,4,1,2,2,-3,-2,16
C=CCn1c(SCC(=O)NC(=O)NCC(C)C)nnc1C1CCCCC1,-8,16,-40,-4,-6,2,-6,-59
O=C(C1CCCN(S(=O)(=O)Cc2ccccc2)C1)N1CCC(Cc2ccccc2)CC1 (stereo unspecified),4,7,20,-16,19,4,3,-23
C/C(=N\NC(=O)c1ccc(-n2cnnn2)cc1)c1ccc(Cl)cc1,3,10,-10,-7,-4,6,9,13
Cc1cccc(NC(=O)Cc2ccc(Br)cc2)n1,6,13,5,-36,1,-42,-13,-42
O=C(COC(=O)c1cccnc1Nc1ccccc1F)NCCN1C(=O)CSC1=O,5,11,-1,-2,-4,50,-11,24
CC(C)CN(C1CCS(=O)(=O)C1)S(=O)(=O)c1ccc2ccccc2c1 (stereo unspecified),-1,10,8,12,1,2,12,15
CC1CCC2(CC1)NC(=O)N(CC(=O)c1ccc3c(c1)OCO3)C2=O (stereo unspecified),-1,1,-10,-5,-2,-4,-4,-13
CC(C)CCNC(=O)NC(=O)COC(=O)C1=COCCO1,-1,-1,3,-5,-6,5,1,-8
Cc1ccnc(NC(=O)c2ccc(N3C(=O)CCC3=O)cc2)c1,5,-18,11,-10,-6,-28,-14,-39
CN(C)c1ccc(CCc2ccc(N)cc2)cc1,2,2,-4,-19,3,16,-5,22
O=C(CSc1ccsc1[N+](=O)[O-])N1CCN(c2ccccc2)CC1,-10,24,7,5,4,12,2,-2
Brc1ccc(-c2csc(N3CCOCC3)n2)cc1,-5,8,18,-106,14,-81,-17,-122

Given with two lines to a compound: entries from further up
Below each SMILES: UBC13 polyUb, CCR6 antagonist, Apaf-1 inh, Jurkat NFkB inh, EBI2 antag, Gli-Sufu block, SENP8 block, 697 NFkB inh
Cc1cccc(NC(=O)Cc2ccc(Br)cc2)n1
    6, 13, 5, -36, 1, -42, -13, -42
O=C(COC(=O)c1cccnc1Nc1ccccc1F)NCCN1C(=O)CSC1=O
    5, 11, -1, -2, -4, 50, -11, 24
CC(C)CN(C1CCS(=O)(=O)C1)S(=O)(=O)c1ccc2ccccc2c1 (stereo unspecified)
    -1, 10, 8, 12, 1, 2, 12, 15

(next part)
Molecule,UBC13 polyUb,CCR6 antagonist,Apaf-1 inh,Jurkat NFkB inh,EBI2 antag,Gli-Sufu block,SENP8 block,697 NFkB inh
Cc1ccc(OCCCC(=O)N2CCN(S(=O)(=O)c3cccc(F)c3)CC2)cc1,3,15,18,8,53*,-28,-2,10
Cc1ccc(S(=O)(=O)Nc2nc(CN3CCOCC3)nc3sc(C)c(C)c23)cc1,-2,2,-6,4,-6,-18,-10,17
COc1ccccc1NC(=O)CCSc1nc(C)cs1,7,4,-11,-7,-4,-2,-9,-1
O=C(CC(Cc1ccccc1)C(=O)O)Nc1ccc(Cl)c(Cl)c1 (stereo unspecified),2,12,-1,-3,13,-3,-8,5
COC(=O)c1ccc(C)c(NC(=O)c2ccc(Cn3cc([N+](=O)[O-])cn3)o2)c1,5,3,-5,-1,-8,8,-3,6
O=C(CCc1c[nH]c2ccccc12)NCc1cccc(Cl)c1,-3,8,27,21,2,-10,-7,-9
CC(=O)c1ccc(N2CCN(C(=O)CCc3ccccc3)CC2)cc1,-12,4,2,-10,-8,-12,6,-27
CSCC[C@H](NC(=O)C(C)Oc1ccc(Cl)cc1)c1nc2ccccc2[nH]1 (stereo partly specified),8,13,3,6,6,27,0,-6
CCn1c(SCC(=O)N/N=C/C=C/c2ccco2)nnc1-c1ccc(OC)cc1,-6,3,15,-4,4,8,3,-3
COCc1c(C(=O)OCc2c(C)noc2C)oc2ccccc12,2,-2,6,-19,5,6,-10,-2
Cc1cc(S(=O)(=O)N2CCN(C(=O)c3ccco3)CC2)ccc1F,0,8,-9,1,4,25,7,-4
CC1CCCN(S(=O)(=O)Cc2ccc(Cl)cc2)C1 (stereo unspecified),1,0,4,-10,3,-10,-11,-17
O=c1oc(-c2ccccc2NS(=O)(=O)c2ccc(F)cc2)nc2ccccc12,1,-7,14,-13,1,-1,-9,3
CCCCn1c(N)c(N(CC(C)C)C(=O)c2ccc3c(c2)NC(=O)C(C)S3)c(=O)[nH]c1=O (stereo unspecified),-1,-6,4,7,7,-2,1,-33
CN1C(=O)/C(=C/c2ccco2)SC1=Nc1ccc(N2CCOCC2)cc1,-4,4,15,-11,-2,-9,-1,3
COc1ccc(-c2nc(C#N)c(NCc3ccc(F)cc3)o2)cc1OC,16,-6,4,6,19,7,3,-23
COc1cc(OC)cc(C(=O)NNC(=O)Cc2cccs2)c1,-2,-1,-5,-1,-7,-12,-3,-1
Cc1cc(C)cc(NC(=O)C2CCCN2C(=O)Oc2ccccc2)c1 (stereo unspecified),-6,2,-23,0,3,-29,-8,-3
COc1ccc(NS(=O)(=O)c2ccc(C)c(C(=O)NCC(c3ccco3)N(C)C)c2)cc1 (stereo unspecified),11,9,13,4,-2,8,-3,7
CCOC(=O)C1=C(C)NC(C)=C(C(=O)OCC)C1C(=O)OCC(=O)NC,6,6,-13,1,4,4,7,25

Continued.
Molecule,UBC13 polyUb,CCR6 antagonist,Apaf-1 inh,Jurkat NFkB inh,EBI2 antag,Gli-Sufu block,SENP8 block,697 NFkB inh
CCNC(=S)N1CCc2cc(OC)c(OC)cc2C1COc1ccccc1OC (stereo unspecified),-4,8,14,2,4,-1,-10,11
Cc1cc(C)c2c(c1)OC(O)(C(F)F)CC2=O (stereo unspecified),8,-2,-17,1,-4,-6,3,-2
CCCCC[C@H](O)/C=C/[C@H]1[C@H](O)CC(=O)[C@@H]1CCCCCCC(=O)O,-8,nt,-5,-12,nt,nt,4,-1
Cn1c(=O)[nH]c(=O)c2c1nc(NCCCn1ccnc1)n2Cc1ccc(F)cc1,13,2,5,-15,-10,2,1,11
Cc1ccc(C(=O)Nc2cc3c(oc2=O)CCCC3=O)cc1,-3,-11,-10,-36,-8,-89,-6,-29
CCc1cc(C(=O)Nc2ccc(C)cc2Br)cs1,2,23,11,-105,-8,-44,10,-113
COc1ccc(S(=O)(=O)Nc2c(C(=O)O)[nH]c3ccccc23)c(OC)c1,-4,6,-1,-6,6,-2,5,12
O=C(COc1ccc(C(=O)c2ccccc2)cc1)NCc1ccc(F)cc1,2,-9,15,69*,11,-1,-3,-4
CCOc1ccccc1NC(=O)C1CCN(C(=O)Cc2ccccc2)CC1,19,-8,-1,-5,-3,nt,2,3
COCCn1c(SCC(=O)Nc2ccc(N3CCOCC3)cc2)nc2ccccc21,4,5,2,2,-12,4,2,9
CCc1oc(C(=O)OC)cc1CSC(=N)N,7,13,-18,1,-13,3,-1,8
COc1ccc(N(CC(=O)NC2CCCC2)C(=O)Cn2nnc(-c3ccc(OC)c(OC)c3)n2)cc1,-3,-3,15,3,-8,1,-6,14
